Salmonella PhoP GFP = inhibitors of PhoP regulon expression, primary screen, Salmonella Typhimurium, GFP reporter (AID 1863) | actives 0.16% (n = 300,000) | S. Typhimurium PhoP-regulated promoter GFP reporter, 4 h; higher % means a stronger effect | inhibition, % at 50 µM; hits with a dose series show IC50 in µM;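 active = inhibition over 29.93%, a cutoff 3 SD above the screen mean, later confirmed by dose response; inconclusive = inhibition over 29.93% but no dose response follow-up; inactive = inhibition at most 29.93% or unconfirmed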;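 also: 0% = low Mg2+ inducing control and 100% = high Mg2+ repressing control; strong numbers were not always called active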
RSV antiviral HEp-2 = inhibition of RSV-induced cytopathic effect – HEp-2 cells, primary 10 µM value included (AID 2391). actives 0.13% (n = 310,000). CPE inhibition, % at 10 µM; hits with a dose series show IC50 in µM. HEp-2 cells, RSV-induced CPE inhibition; higher % means a stronger effect; in the data active = a potency from the dose series; inconclusive = CPE inhibition mostly from about 23% at the one dose, without a potency; inactive = the rest, 99 in 100 with CPE inhibition below about 21%; also: strong numbers were not always called active
human PMI inhibitors = MPI inhibition at elevated mannose 6-phosphate – biochemical, fluorescence intensity, high mannose 6-phosphate, primary screen (AID 1220); actives 0.66% (n = 190,000); recombinant PMI enzyme, coupled fluorescence intensity; higher % means a stronger effect; inhibition, % at 20 µM; hits with a dose series show IC50 in µM
PMI inhibitors = inhibitors of human PMI, primary screen, biochemical, fluorescence intensity, coupled assay (AID 1209) | purified PMI enzyme, coupled fluorescence intensity; higher % means a stronger effect | inhibition, % at 20 µM; hits with a dose series show IC50 in µM | actives 0.42% (n = 190,000);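 also: plate controls were DMSO vehicle for no effect and wells lacking substrate for full effect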
West Nile virus CPE = inhibition of WNV-induced cytopathic effect – cell-based, CPE readout (AID 1621); West Nile virus-infected cells, CPE inhibition; higher % means a stronger effect; CPE inhibition, % at 10 µM, or IC50 in µM where a hit was titrated; actives 0.02% (n = 290,000); in the data active = a potency from the dose series; inconclusive = CPE inhibition mostly from about 3.7% at the one dose, without a potency; inactive = the rest, 99 in 100 with CPE inhibition below about 2.2%; also: strong numbers were not always called active
ER stress rescue = rescue of cells from ER stress-induced death, primary screen, 384-well, CSM14.1, thapsigargin, ATP luminescence (AID 1222); 190,000 tested, under 10 active; cellular ATP content (survival), % at 20 µM; hits with a dose series show EC50 in µM; CSM14.1 thapsigargin-induced death rescue, ATP luminescence; higher % means a stronger effect;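 active = EC50 below 50 µM in the dose-response confirmation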;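 also: death triggered by thapsigargin at about 15 µM added after 2 h compound pretreatment; cell ATP read after overnight thapsigargin exposure of roughly 18 to 22 hours; normalized against plate controls of thapsigargin alone and 5% DMSO vehicle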
Insulin prom up = MIN6 insulin promoter up-regulation; MIN6 insulin promoter-GFP reporter, high-content imaging; hits give high values; z-score at 5 µM; actives 0.3% (n = 190,000);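 active = z-score above 3 at 5 µM with at least 500 cells counted in the well; inconclusive = wells under 500 cells, flagged as cytotoxic or low count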
TNAP activation fold = human TNAP enzyme activators, primary screen, biochemical, luminescent, no phosphate acceptor, uHTS (AID 1001); activation fold at 20 µM; hits with a dose series show EC50 in µM; actives 0.03% (n = 200,000); purified TNAP, luminescent activation assay, no phosphate acceptor; higher activation fold means a stronger effect; in the data active = activation fold from about 3, or a potency from the dose series; inactive = the rest, 99 in 100 with activation fold below about 1.6; also: many of its hits are not listed in these tables
Large T inhibition = TAg ATPase/helicase activity blockers – biochemical (AID 1903) | SV40 large T antigen ATPase/helicase inhibition assay; higher % means a stronger effect | inhibition, % at 20 µM; hits with a dose series show IC50 in µM | actives 0.39% (n = 310,000); in the data active = a potency from the dose series; inconclusive = inhibition mostly from about 32% at the one dose, without a potency; inactive = the rest, 99 in 100 with inhibition below about 32%; also: strong numbers were not always called active
Insulin prom up cell count = recorded beside Insulin prom up, whose call it bears; cell count; measured here: cytotoxicity, nuclei count;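 total cells summed across four imaged fields per well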
An asterisk follows results filed as active; ? = inconclusive; / = no result given. Rule as the data show it, unless noted: active = inhibition above about 50%; inactive = the rest.

SMILES	Salmonella PhoP GFP	RSV antiviral HEp-2	human PMI inhibitors	PMI inhibitors	West Nile virus CPE	ER stress rescue	Insulin prom up	Insulin prom up cell count	TNAP activation fold	Large T inhibition
O=C1OC(N2C(=O)CC[C@H]2C(=O)Nc2ccc3c(c2)OCO3)c2ccccc21 (some centres undefined)	2%	0.4%	/	/	-0.2%	/	/	/	/	-7%
CN(/N=C/c1cc(Br)cc(Br)c1O)c1cccc(C(F)(F)F)n1	3%	7.8%	/	/	0.7%	/	/	/	/	2%
COc1ccccc1N(CC(=O)NC1CCCC1)C(=O)CCC(=O)Nc1ccccn1	-2%	4.8%	/	/	-0.1%	/	/	/	/	9%
CC(C)OP(=O)(c1ccc(N(C)C)cc1)C(O)c1ccccc1F (centres undefined)	3%	1.7%	10%	5%	-0.1%	-0.1%	0.09	1228	1.1	10%
Cc1cc(C)cc(Nc2ccc(C(=O)O)cc2[N+](=O)[O-])c1	-5%	-0.6%	/	/	-0.3%	/	/	/	/	8%
CCOCCCNC(=O)C(NC(=O)c1ccc(=O)[nH]c1)c1ccc(Cl)cc1 (centres undefined)	1%	3.0%	-10%	-9%	0.2%	-1.2%	?	/	0.9	3%
COc1cc(NC(=O)[C@H](C)NC(=O)N2CCn3c2nc2ccccc23)cc(OC)c1	-2%	1.8%	/	/	-0.3%	/	/	/	/	16%
O=C1CSC(=S)N1c1cccc(F)c1	1%	3.4%	/	/	0.5%	/	/	/	/	3%
Cc1ccc(SCC(=O)Nc2cccc(C)c2)cc1	3%	5.8%	-2%	2%	-0.2%	-1.5%	0.24	1400	1.1	18%
O=S(=O)(c1cccc(S(=O)(=O)N2CCN(c3ncccn3)CC2)c1)N1CCOCC1	-10%	2.1%	-6%	-6%	0.3%	-0.6%	0.16	1161	1.1	3%

Retrieved one by one from the entries so far, 3 records:
SMILES	Salmonella PhoP GFP	RSV antiviral HEp-2	human PMI inhibitors	PMI inhibitors	West Nile virus CPE	ER stress rescue	Insulin prom up	Insulin prom up cell count	TNAP activation fold	Large T inhibition
COc1ccccc1N(CC(=O)NC1CCCC1)C(=O)CCC(=O)Nc1ccccn1	-2%	4.8%	/	/	-0.1%	/	/	/	/	9%
O=C1OC(N2C(=O)CC[C@H]2C(=O)Nc2ccc3c(c2)OCO3)c2ccccc21 (some centres undefined)	2%	0.4%	/	/	-0.2%	/	/	/	/	-7%
COc1cc(NC(=O)[C@H](C)NC(=O)N2CCn3c2nc2ccccc23)cc(OC)c1	-2%	1.8%	/	/	-0.3%	/	/	/	/	16%

More entries follow:
SMILES	Salmonella PhoP GFP	RSV antiviral HEp-2	human PMI inhibitors	PMI inhibitors	West Nile virus CPE	ER stress rescue	Insulin prom up	Insulin prom up cell count	TNAP activation fold	Large T inhibition
O=S1(=O)N=C(N/N=C/c2ccccn2)c2ccccc21	35µM*	0.5%	-23%	-17%	-0.3%	-1.0%	-0.04	1459	1.1	7%
COc1ccc2[nH]c(=O)c(CN(C3CCCCC3)C(c3nnnn3Cc3ccco3)C(C)C)cc2c1 (centres undefined)	-9%	19%	-7%	-19%	/	8.8%	/	/	1.1	30%
Cc1c(C(=O)OCC(C)C)[nH]c2c1C(=O)CC(c1cccs1)C2 (centres undefined)	-3%	-0.5%	-11%	0%	0.6%	0.9%	-0.45	589	1	23%
O=c1[nH]c(C2CCCN(S(=O)(=O)c3ccccc3)C2)nc2c1nnn2Cc1ccccc1F (centres undefined)	8%	3.4%	-2%	9%	0.4%	-2.6%	-0.07	1184	1.1	0%
Cc1ccc(S(=O)(=O)c2c(C)cc(C)nc2Cl)cc1	2%	1.3%	5%	7%	0.1%	-0.1%	-0.6	1686	1	-3%
O=C(NC1CCCCC1)NC1CCN(S(=O)(=O)c2ccc3c(c2)OCCO3)CC1	-9%	0.0%	0%	2%	-0.5%	1.5%	-0.57	1214	1.1	11%
Cc1occc1-c1nnc(SCC(=O)c2ccc(F)cc2)o1	5%	0.8%	-1%	4%	-0.5%	-3.4%	0.61	1035	1.1	6%
NC(=O)C1CCN(c2oc(-c3ccccc3F)nc2S(=O)(=O)c2ccc(Cl)cc2)CC1	6%	1.6%	1%	0%	1.1%	/	0.47	1353	1	3%
COc1ccc(C2CC(c3ccc4ccccc4c3)=NN2C(=O)CN2C(=O)CCC2=O)cc1 (centres undefined)	-2%	13%	16%	15%	-0.8%	0.8%	1.1	1211	1	7%
O=C(Nc1ccc(-n2nncc2-c2ccco2)cc1)c1ccc(F)cc1	7%	1.6%	4%	9%	-1.2%	-1.1%	-0.34	1430	1.1	1%
Cc1cc(C)n(-c2ncnc3ccccc23)n1	-3%	2.5%	-2%	-4%	-0.2%	-0.5%	-0.09	1295	1.1	16%
Cc1cc[n+](CC(=O)c2ccc(NC(=O)c3ccccc3)cc2)cc1	7%	-1.1%	1%	-2%	1.0%	-7.6%	0.37	1279	1.1	24%
O=C(NNS(=O)(=O)c1ccc(Cl)cc1)c1ccc(S(=O)(=O)N2CCCCC2)cc1	3%	0.6%	3%	26%	1.7%	-2.4%	0.2	1308	1.1	13%
CC1CCC(NC(=O)C2CCC(CNS(=O)(=O)c3ccccc3)CC2)CC1 (centres undefined)	8%	0.2%	/	/	-0.7%	/	/	/	/	0%
CCC(=O)N(CCC(c1ccc(C)cc1)c1ccco1)Cc1ccco1 (centres undefined)	-3%	4.1%	/	/	-0.8%	/	0.04	1479	/	?
COc1ccc(-c2csc3ncnc(NCCO)c23)cc1	5%	5.3%	/	/	-0.2%	/	/	/	/	3%
O=C(CC1CCCCC1)NCc1cn2ccsc2n1	1%	1.2%	-2%	-8%	-0.1%	-1.7%	-0.22	1450	1	-3%
Cc1ccc2cc(CN(Cc3ccco3)C(=O)c3ccccc3)c(=O)[nH]c2c1C	-8%	1.4%	3%	-1%	-0.2%	1.4%	/	/	1.1	-1%
CCS(=O)(=O)c1ccc2oc(SCC(=O)c3ccco3)nc2c1	3%	0.7%	-2%	-6%	0.4%	-0.8%	0.05	1534	1.5	19%
Cc1ccccc1-c1nc(CN2CCCC(C(=O)NCc3cccnc3)C2)c(C)o1 (centres undefined)	8%	-0.9%	0%	7%	-1.0%	-0.8%	/	/	1	5%
O=C(CN1CCCC1)Nc1sc2c(c1C(=O)Nc1ccc(Br)cc1)CCC2	10%	2.2%	/	/	-0.8%	/	/	/	/	21%
CC1CCCC(NC(=O)c2cn(C)c3ccc(S(=O)(=O)N4CCCC4)cc3c2=O)C1C (centres undefined)	4%	4.1%	14%	15%	/	-0.5%	-1.4	1261	1	5%
COc1ccc2nc(NC(=O)CSc3nc(C)cc(C)n3)sc2c1	20%	16%	3%	3%	-0.2%	1.0%	-0.93	875	0.9	10%
O=C(CNS(=O)(=O)c1ccccc1)OCC(=O)c1ccc(Br)cc1	0%	1.9%	/	/	-0.7%	/	/	/	/	1%
CCCn1c(COc2ccc(C(=O)O)cc2)nc2ccccc21	-8%	3.5%	/	/	-0.5%	/	/	/	/	8%
Cc1ccc(/C=C2\CC(C)CC3=C2NC(=S)NC3c2ccc(C)cc2)cc1 (centres undefined)	-10%	0.0%	/	/	-0.4%	/	-0.72	963	/	21%
Cc1noc(C)c1COc1ccc(C(=O)OCC(=O)N2CC(=O)Nc3ccccc32)cc1	-6%	0.4%	-11%	-1%	1.1%	-1.3%	0.11	1286	1.1	5%
CCOC(=O)N1CCN(C(=O)C(NS(=O)(=O)c2cccc3nsnc23)c2ccccc2)CC1 (centres undefined)	-4%	0.2%	7%	7%	-0.3%	/	-0.54	1290	1.1	13%
CCN(CC)C(=O)CSc1nc(O)cc(=O)n1-c1ccccc1OC	/	-0.1%	-11%	-8%	0.0%	-0.7%	/	/	1	/
CCCn1c(=O)c2ccccc2n2c(SCC(=O)/C(C#N)=C(\C)N)nnc12	-5%	1.4%	2%	2%	0.2%	-0.8%	0.58	1510	1	-1%
Cc1ccccc1OCc1nc2ccccc2c(=O)n1N	-3%	0.7%	7%	9%	-0.1%	-0.7%	/	/	1.2	5%
Cc1ccc(C(=O)N/N=C\c2ccc3c(c2)OCO3)cn1	1%	1.5%	/	/	-0.4%	/	/	/	/	12%
COC(=O)c1ccc(CSc2nnc3sc4ccccc4n23)o1	17%	1.2%	7%	-1%	0.7%	0.7%	/	/	1.1	/
Cc1noc(C)c1COc1ccc(C(=O)Nc2ccccc2)cc1	4%	2.3%	2%	-5%	0.2%	0.0%	-0.09	1230	1	14%
COC(=O)c1ccc(NC(=O)Nc2ccccc2F)cc1	-4%	5.1%	11%	17%	0.0%	-2.1%	-0.6	1468	1.1	10%
COc1ccccc1N1CCN(CCCCCCOc2ccc(F)cc2)CC1	9%	1.6%	-24%	-27%	-0.5%	-1.0%	-0.16	1217	1.1	8%
CC(=O)OC(C(=O)NCc1ccco1)c1cccnc1 (centres undefined)	-1%	-0.2%	2%	10%	0.6%	/	0.02	1151	1.1	7%
COc1ccc(CCNC(=O)c2sc(=S)n(C)c2N)cc1	-1%	1.5%	-8%	-4%	0.1%	-0.5%	-0.45	1096	1.1	11%
C/C=C/C=N/NC(=O)CN(c1ccc(Br)cc1)S(=O)(=O)c1ccccc1	2%	3.5%	10%	6%	-0.4%	-0.3%	0.02	1257	1.1	10%
Cc1cc(NC(=O)Nc2cc(Cl)sc2Cl)no1	6%	?	/	/	-0.1%	/	/	/	/	-1%
O=C(CC1CCCCC1)NCc1ccc(Cl)cc1	-1%	1.0%	/	/	-0.3%	/	/	/	/	2%
C=CCNc1nc(SCC=C)nc2ccsc12	-5%	13%	2%	3%	/	17%	-0.23	1513	1	6%
C/C(=N\OC(=O)c1ccc(Cl)cc1)c1sc(-c2ccccc2)nc1C	6%	15%	2%	-10%	-0.1%	-0.8%	-0.76	1350	1	2%
CC(C)Oc1ccc(CN2CCCC(CO)(Cc3ccc(F)cc3)C2)cc1 (centres undefined)	7%	-0.1%	/	/	-0.3%	/	/	/	/	6%
Cn1c(=O)c(Nc2ccc(O)cc2)c2c3c(cccc31)C(=O)c1ccccc1-2	21%	43%	35%	2%	1.9%	1.9%	-2	1136	0.8	9%
CC1c2nc3ccccc3n2C(CC(=O)NC2CC2)C(=O)N1Cc1ccccc1 (centres undefined)	-7%	1.3%	-10%	-5%	0.7%	1.8%	0.33	1278	1.1	5%
C=CCOC(=O)C1=C(C)NC(C)=C(C(=O)OCC=C)C1c1ccc(C)o1	-12%	5.4%	/	/	-0.3%	/	1.3	864	/	6%
CC1(C)CC(=O)N(c2cccc(Cl)c2)C(=O)C1	-5%	0.4%	/	/	0.2%	/	/	/	/	10%
CCCn1nc(CC(=O)OCC)c2ccccc2c1=O	-2%	2.9%	1%	-12%	-0.3%	-0.6%	1.2	1529	1	13%
COc1ccc(CCn2c(=N)c(C(=O)NC3CCCC3)cc3c(=O)n4ccccc4nc32)cc1OC	-3%	-2.1%	/	/	-0.1%	/	/	/	/	10%
CCN(CC)c1ccc(/C=C/c2cccc[n+]2C)c(OC)c1	-33%	14%	/	/	-0.1%	/	/	/	/	17%

No enrichment for hits. About 1.5% of those tested had a hit in this group.
